Screens: PubChem BioAssay, several laboratories
KCNK3 block: human KCNK3 channel inhibition, primary screen | 340,000 compounds, 0.84% hits | B-score at 10 µM | CHO-KCNK3 thallium flux, FluxOR fluorescence; active compounds read low;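 active = B-score under library mean minus 4 SD, starting fluorescence ratio at most library mean plus 5 SD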;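 also: more negative B-score means stronger inhibition of thallium flux through KCNK3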
Target sequence (O14649 whole entry, looked up): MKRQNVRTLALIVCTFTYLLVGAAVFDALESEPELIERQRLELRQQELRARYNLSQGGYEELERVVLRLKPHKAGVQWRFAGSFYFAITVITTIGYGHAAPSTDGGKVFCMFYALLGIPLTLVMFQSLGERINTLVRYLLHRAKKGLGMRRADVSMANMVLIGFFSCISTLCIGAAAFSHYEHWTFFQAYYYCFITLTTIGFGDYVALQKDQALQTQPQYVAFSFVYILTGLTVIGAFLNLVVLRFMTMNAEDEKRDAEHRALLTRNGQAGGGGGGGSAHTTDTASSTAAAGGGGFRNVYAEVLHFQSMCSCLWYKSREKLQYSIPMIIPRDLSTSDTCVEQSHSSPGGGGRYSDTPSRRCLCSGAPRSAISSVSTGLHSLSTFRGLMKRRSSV
ANO1 block: inhibitors of mouse TMEM16A calcium-activated chloride channel; HEK293 TMEM16A/YFP iodide influx fluorescence, ionomycin; normalized B-score (activity score, 25-100; higher = stronger inhibition) at 10 µM; 310,000 compounds, 1.2% hits;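 active = ratio plate-corrected score three or more library SD toward inhibition, starting fluorescence score within five deviations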;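 also: score derived from kinetic fluorescence span divided by baseline fluorescence per well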
TRPC4 potent: allosteric potentiators of mouse TRPC4 channel | 310,000 compounds, 0.42% hits | HEK293 TRPC4beta/mu-opioid, DAMGO EC20, Fluo-4 Ca2+ flux; active compounds read high | Q9QUQ5 | B-score at 10 µM;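 active = B-score of calcium response area above 5 SD of library B-scores, with initial fluorescence ratio within 5 SD of library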;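 also: B-score of integrated fluorescence ratio over time as area under calcium response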
TRPC4 act: opens the mouse TRPC4 cation channel | Q9QUQ5 | HEK293 TRPC4beta/mu-opioid, Fluo4 calcium fluorescence; active compounds read high | B-score at 10 µM | 310,000 compounds, 0.49% hits | AID 2237;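 active = B-score above 5 SD of library B-scores, and initial fluorescence ratio not above library mean plus 5 SD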;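 also: positive B-score marks a calcium rise read as TRPC4 activation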
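System – HEK293 cells stably co-expressing mouse TRPC4beta and mu-opioid receptor · Signal – Fluo4 calcium-sensitive dye fluorescence, kinetic, 1 Hz baseline · Benchmarks – buffer (low) and maximal DAMGO (high) · Read-out – B score of integrated fluorescence ratio per well · Incubation – dye loading 45 min room temperature, 110 s kinetic read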
ANO1 activ: mouse TMEM16A channel activation, primary screen | Q8BHY3 | AID 623877 | B-score at 10 µM | 340,000 compounds, 0.3% hits | HEK293 TMEM16A/YFP-H148Q/I152L, iodide quench fluorescence; active compounds read low;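 active = fluorescence-ratio B-score plate-corrected deviation score at least 3 library SD below zero, with starting fluorescence score within 5 deviations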;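 also: channel opened by trigger with iodide after compound preincubation; score built on the fluorescence ratio of max minus min over baseline; more negative score means more quench and so TMEM16A activation or potentiation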
Dyrk1A ADPGlo: Dyrk1A (rat) kinase inhibition | Q63470 | ADP-Glo luminescence, NFATc1 peptide | inhibition, % at 12.5 µM | 310,000 compounds, 0.43% hits; in the data active = inhibition above about 50%;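 also: plate controls were vehicle with enzyme for no effect and no enzyme for full effect; many of its hits are not listed in these tables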
hERG protect: shields human hERG channel from block by proarrhythmic agents. Q12809. CHO-hERG, FluxOR thallium flux, dofetilide IC70 present. activation (rescue from dofetilide block), less the hit threshold, % at 10 µM. 310,000 compounds, 0.51% hits;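 active = activation above the mean of controls blocked by dofetilide plus 5 SD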;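 also: thallium influx through hERG after potassium depolarization seen as dye fluorescence rise; in these data hits start at about 4.7%; inactives centre near -7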
KCNK9 inh: human KCNK9 channel inhibition; Q9NPC2; HEK293 KCNK9, FluxOR thallium flux fluorescence; active compounds read low; B-score at 10 µM; 310,000 compounds, 1.2% hits; AID 488922;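 active = ratio B-score over 3 SD below the library mean, with starting fluorescence within 5 SD of its mean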;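 also: negative B-score means less thallium flux so channel inhibition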
HDAC3 inhib: blocks human histone deacetylase 3; inhibition, % at 8.3 µM; recombinant HDAC3, fluorogenic peptide/trypsin coupled, fluorescence; 320,000 compounds, 0.15% hits; AID 2718; O15379; in the data active = inhibition above about 26%, passing the limit was not always enough
Target sequence (O15379 whole entry, looked up): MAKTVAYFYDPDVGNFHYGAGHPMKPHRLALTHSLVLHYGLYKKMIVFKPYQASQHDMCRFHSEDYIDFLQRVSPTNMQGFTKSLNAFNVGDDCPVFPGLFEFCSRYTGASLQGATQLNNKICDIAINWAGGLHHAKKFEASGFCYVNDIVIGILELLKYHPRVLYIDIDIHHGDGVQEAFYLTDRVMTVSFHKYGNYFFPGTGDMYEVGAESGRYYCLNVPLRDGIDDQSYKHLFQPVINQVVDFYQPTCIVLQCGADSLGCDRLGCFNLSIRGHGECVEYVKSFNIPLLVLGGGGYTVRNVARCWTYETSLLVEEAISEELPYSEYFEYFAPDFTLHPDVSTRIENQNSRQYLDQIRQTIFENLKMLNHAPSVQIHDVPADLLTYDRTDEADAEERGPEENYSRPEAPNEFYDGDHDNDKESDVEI
KCNQ1 act: human KCNQ1 channel potentiation or activation; P51787; CHO-K1 KCNQ1, thallium flux FluxOR fluorescence; active compounds read high; B-score at 10 µM; 310,000 compounds, 0.35% hits; AID 2648;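 active = fluorescence ratio B-score, a plate-corrected score, at least three library SD, with initial intensity B-score within 5 SD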
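Assay system: stable KCNQ1 CHO-K1 line; medium: assay buffer, equal DMSO in all wells; timing: 90 min dye loading and 20 min compound exposure, both at room temperature; technique: kinetic FluxOR thallium fluorescence, 10-s 1-Hz baseline, 110-s post-stimulus read; read-out basis: B score of baseline-normalized fluorescence ratio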
KCNQ1 inh: human KCNQ1 channel inhibition; P51787; CHO-K1 KCNQ1, FluxOR thallium flux fluorescence; active compounds read high; B-score at 10 µM; 310,000 compounds, 1.3% hits; AID 2642;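 active = compounds whose thallium flux B-score, printed positive for inhibition, exceeds three library SD while starting fluorescence stays within three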;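 also: channel opened by potassium depolarization with thallium stimulus after 20 min compound exposure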
The depositor's hits bear a star; i = inactive; nt = no result given; & = joins results of further samples. The list is partial (hit frequency here may not be typical).

SMILES	KCNK3 block	ANO1 block	TRPC4 potent	TRPC4 act	ANO1 activ	Dyrk1A ADPGlo	hERG protect	KCNK9 inh	HDAC3 inhib	KCNQ1 act	KCNQ1 inh
N#CCSc1nnc(-c2ccccc2O)n1CCc1ccccc1	i	i	i	i	i	7	-18	i	-1	i	i
c1ccc(CN2CCN(c3nc(NCc4ccco4)c4ccccc4n3)CC2)cc1	-11*	i	i	i	i	6	-38	i	-10	i	i
CCN(CCO)Cc1csc2ccccc12	i	i	i	i	i	4	-10	i	-1	i	i
O=C(O)Cc1csc(-c2cccc(Oc3ccccc3)c2)n1	i	i	i	i	i	1&-3	-9&-7	i	-4&-2	i	i
Cc1ccc(C23CC4CC(CC(NC(=O)NC(C)(C)CO)(C4)C2)C3)cc1	i	i	i	i	i	-8	-21	i	14	i	i
COC(=O)C1(C)NC(c2ccccc2C)C2C(=O)N(c3ccccc3)C(=O)C21 (configuration not stated)	i	i	i	i	i	14	-1	i	6	i	i
CCOC(=O)c1cc2ccc(OC)cc2oc1=O	i	i	i	i	i	6	-3	i	-147	i	i
CCCC(c1nnnn1C1CCCCC1)N1CCN(c2ncccn2)CC1 (configuration not stated)	i	i	i	i	i	1	-12	i	8	i	i
COC(=O)/C(=C\Nc1ccc(Cl)cc1Cl)NC(=O)c1ccccc1	i	i	i	i	i	-12	-8	i	10	i	i
CCOC(=O)C1CCN(S(=O)(=O)c2ccc3c(c2)NC(=O)CS3)CC1	i	i	i	i	i	0	-9	i	1	i	i
O=C(CSC(=S)N1CCCC1)NCC(=O)Nc1ccccc1Br	i	i	i	i	i	nt	-13	i	1	i	i
Cn1nc(C(=O)Nc2ccc(S(=O)(=O)NCc3ccco3)cc2)c2ccccc2c1=O	nt	i	i	i	nt	nt	-11	i	-1	i	i
O=C(CSc1ccc(Cl)cc1)NC1CCCC1	i	i	i	i	i	3	-10	i	-2	i	i
O=C(Nc1cc(C(F)(F)F)ccc1N1CCOCC1)c1cccs1	i	i	i	i	i	-4	-4	i	0	i	i
Oc1ccc(N2CCN(CC(O)c3ccccc3)CC2)cc1 (configuration not stated)	i	i	i	i	i	-1	-9	i	1	i	i
NC(=O)NS(=O)(=O)Oc1ccccc1	i	i	i	i	i	6	-5	i	6	i	i
Cc1cc(C)c2c(=O)n(-c3ccccc3)[nH]c2n1	i	i	i	i	i	1	-18	i	4	i	i
CC1CCc2cc(F)ccc2N1C(=O)CN1C(=O)c2ccccc2C1=O (configuration not stated)	i	i	i	i	i	5	-2	i	0	i	i
CC(C)(C)c1cc(CNC2CS(=O)(=O)C[C@@H]2O)cc(C(C)(C)C)c1O (some centres not stated)	i	i	i	i	i	-1	-8	i	8	i	i
CCOc1ccc(CN(C)CC(=O)Nc2cccc(S(=O)(=O)N(C)c3ccccc3)c2)cc1	i	i	i	i	i	nt	-11	i	2	i	i
Cc1ccc(OCC(=O)N/N=C\c2c(C)n(C)c3ccccc23)c([N+](=O)[O-])c1	i	i	i	i	i	0	-11	i	7	i	i
O=C(c1ccccc1)c1ccc2c(c1)OCCOCCOCCO2	i	i	i	i	i	11	-3	i	2	i	i
C/C(=N/NC(=O)c1sc(NS(=O)(=O)c2ccc(C)cc2)nc1C)c1sc(N)nc1C	i	i	i	i	i	4	-9	i	1	i	i
COC(=O)c1c(C(=O)OC)c(-c2ccc(F)cc2)n2c1CS(=O)C2 (configuration not stated)	i	i	i	i	i	5	-4	i	-8	i	i
CCOc1ccccc1/C=N/NC(=O)c1cccc(S(=O)(=O)N2CCOCC2)c1	i	i	i	i	i	-3	-13	i	8	i	i
CCOC(=O)c1cc(-c2csc(Nc3ccccc3Cl)n2)on1	i	i	i	i	i	nt	-3	i	12	i	i
COC(=O)c1ccc2c(c1)NC(=O)C(N1CCCCC1)S2 (configuration not stated)	i	i	i	i	i	-9	-15	i	-3	i	i
O=C(O)CCCN1C(=O)/C(=C\C(Cl)=C\c2ccccc2)SC1=S	i	i	i	i	i	-7	-5	i	-4	i	i
COCc1ccc(C(=O)N2CCCC(C(=O)c3cccc(C(F)(F)F)c3)C2)o1 (configuration not stated)	i	i	i	i	i	-4	-11	i	2	i	i
CCN1C(=O)NC(c2ccccc2)C1=O (configuration not stated)	i	i	nt	nt	i	-2	nt	nt	-5	nt	nt
COc1cc(C(C(=O)NC2CCCCC2)N(C(=O)Cc2c[nH]c3ccccc23)c2ccc(C)cc2)cc(OC)c1OC (configuration not stated)	i	i	i	i	i	-5	-6	i	11	i	i
COc1ccc(NC(=O)CSc2n[nH]c(=O)n2Cc2ccccc2)cc1Cl	i	i	i	i	i	2	-10	i	-1	i	i
CCc1ccc(NC(=O)c2cnn3c(C(F)F)cc(C)nc23)cc1	i	i	i	i	i	4	-12	i	-5	i	i
O=C(Nc1ccncc1)c1cc(-c2ccccn2)nc2ccccc12	i	i	i	i	i	6	-10	i	-4	i	i
COc1cnc(-c2ccccn2)nc1Oc1c(C)cccc1C	i	i	i	i	i	-8	-7	i	3	i	i
Cc1ccc(Nc2nc(-c3cccnc3)cs2)cc1C	i	i	i	i	i	-2	-10	i	1	i	i
COc1cc(C)ccc1NC(=O)c1ccc(S(=O)(=O)N2CCOCC2)cc1	i	i	i	i	i	1	-8	i	7	i	i
COc1ccc2[nH]c(=S)[nH]c2c1	i	i	i	i	i	14	-6	i	0	i	i
CCOc1cccc(-c2cc(=O)[nH][nH]2)c1	i	i	i	i	i	18	-10	i	1	i	i
CC(C)c1nnc(NC(=O)c2sc3ccccc3c2Cl)s1	i	i	i	i	i	1	-6	i	6	i	i

Some entries already given, showing only KCNK3 block and KCNK9 inh.
smiles	KCNK3 block	KCNK9 inh
Oc1ccc(N2CCN(CC(O)c3ccccc3)CC2)cc1 (configuration not stated)	i	i
CCc1ccc(NC(=O)c2cnn3c(C(F)F)cc(C)nc23)cc1	i	i
Cc1ccc(OCC(=O)N/N=C\c2c(C)n(C)c3ccccc23)c([N+](=O)[O-])c1	i	i
O=C(Nc1cc(C(F)(F)F)ccc1N1CCOCC1)c1cccs1	i	i

Further results follow.
SMILES	KCNK3 block	ANO1 block	TRPC4 potent	TRPC4 act	ANO1 activ	Dyrk1A ADPGlo	hERG protect	KCNK9 inh	HDAC3 inhib	KCNQ1 act	KCNQ1 inh
CCCC1CCC(=NNC(=S)NCCc2ccccc2)CC1 (configuration not stated)	i	i	i	i	i	2	-8	i	-5	i	7*
COc1ccc(/C=C2/SC(=O)N(CCC(=O)Nc3ccccc3)C2=O)cc1OC	i	i	i	i	i	-45	-4	i	-1	i	i
Cc1cc(=O)[nH]c(S)c1C#N	nt	i	i	i	nt	nt	-13	i	3	i	i
COc1ccc(-n2nc(C(=O)N(C)C3CCCCC3)c3ccccc3c2=O)c(OC)c1	i	i	i	i	i	-2	-4	i	2	i	i
C=CCNC(=O)c1cc(=O)c2ccccc2o1	i	i	i	i	i	9	-8	i	6	i	i
COc1ccc(S(N)(=O)=O)cc1C(=O)NCCCN1CCN(c2cccc(Cl)c2)CC1	i	i	i	i	i	5	-14	i	4	i	i
Cc1ccc2nc(NCc3ccccc3)c(C=NCc3ccccc3)c(=O)n2c1	i	i	i	i	i	6	-15	i	1	i	i
COc1ccc(OC)c(NC(=O)COC(=O)C2CCN(C(=O)c3ccc(Cl)cc3)CC2)c1	i	i	i	i	i	13	-14	i	-5	i	i
CCOc1ccccc1NC(=O)CSc1nnc(C2CC2)n1CC	i	i	i	i	i	5	-3	i	0	i	i
CCOC(=O)C1CCN(C(=O)c2ccc(OC)cc2OC)CC1	i	i	i	i	i	-6	-3	i	4	i	i
COc1ccc(C(=O)/C=C/Nc2ccc(NC(C)=O)cc2)cc1OC	i	i	i	i	i	-2	-10	i	-5	i	i
COC(=O)c1[nH]c(C)c(/C(O)=C2\C(=O)C(=O)N(CCN3CCOCC3)C2c2cccs2)c1C (configuration not stated)	i	i	i	i	i	0	-9	i	1	i	i
CCOC(=O)n1cc(C(=O)c2ccccc2O)cn1	i	i	i	i	i	2	-9	i	-1	i	i
COc1ccccc1CNC(=O)c1cccc2c1C(=O)N(Cc1cccnc1)C2	i	i	i	i	i	6	-22	i	-2	i	i
O=C(NC1CCCC1)C(c1ccc(Cl)cc1)N(C(=O)c1csnn1)C1CC1 (configuration not stated)	i	i	i	i	i	-2	-6	i	4	i	i
Cc1ccccc1C(=O)N1CCN(c2ccc(NC(=O)c3cccnc3)cc2)CC1	i	i	i	i	i	1	-15	i	1	i	i
CNC(=S)NNC(=O)c1cccn(Cc2cccc(Cl)c2)c1=O	i	i	13*	i	i	3	-16	i	3	i	i
CC(=O)Nc1nc2cc3c(cc2s1)OCCO3	i	i	i	i	i	2	-1	i	1	i	i
C#CCOCCOCCOCCNc1nc(N2CCOCC2)nc(N2CCN(C(=O)CCCCCCCCCCNC(=O)[C@H]([C@@H](C)CC)n3cc(CCCCN=C(N)N)nn3)CC2)n1	i	i	nt	nt	i	-1	nt	nt	3	nt	nt
C=CCn1c(C(C)NC(=O)c2ccccc2)n[nH]c1=S (configuration not stated)	i	i	i	i	i	3	-6	i	3	i	i
COCc1c(C(=O)NC2CCCCCC2)oc2ccccc12	i	i	i	i	i	-5	-5	i	1	i	i
COc1ccc(Nc2ccc(OC)cc2)cc1	i	i	i	i	i	nt	-4	i	13	i	i
COc1ccc(NC(=O)c2cc(-c3ccco3)on2)cc1	i	i	i	i	i	-1	-12	i	nt	i	i
Cc1ccc([N+](=O)[O-])cc1N(CC(=O)NC1CCCC1)S(C)(=O)=O	i	i	i	i	i	-2	-10	i	-6	i	i
CSc1nc2sc3c(c2c(=O)n1C)CCC(C)C3 (configuration not stated)	i	i	i	i	i	1	-1	i	0	i	i
CCc1ccc(NC(=O)COC(=O)/C(=C/c2ccccc2OC)c2ccccc2)cc1	i	i	i	i	i	-1	-7	i	8	i	i
Cc1ccc(S(=O)(=O)N2CCN(C(=O)CCC(=O)NCc3cccc(C(F)(F)F)c3)CC2)cc1	i	25*	i	i	i	5	-15	i	5	i	i
COc1ccccc1NC(=O)C(C)OC(=O)Cn1cnc2c1c(=O)n(C)c(=O)n2C (configuration not stated)	i	i	i	i	i	-13	-7	i	4	i	i
